High-throughput results as filed in PubChem BioAssay.
Rab9 prom act: qHTS Assay for Rab9 Promoter Activators | Potency, µM (doses to about 9.22 µM), for the others: at the highest dose activation, negative = inhibition, most hits filed as activators | hit rate 2.8% among 320,000 | AID 485297, 2010 | Huh7 Rab9 promoter-luciferase reporter, luminescence, 24 h; note: % of control where 0% means no effect; nearly all actives have a fitted effect of over 60% in size
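Huh7 cells stably carrying Rab9 promoter–luciferase reporter, plated 1500 cells/well, compound added after 2 h and incubated 24 h at 37 °C; luciferase luminescence then read after 10 min with detection reagent.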
ELG1 genotoxic: qHTS screen for small molecules that induce genotoxicity in human embryonic kidney (HEK293T) cells expressing luciferase-tagged ELG1 | AID 504466, 2011 | HEK293T ELG1-luciferase reporter, luminescence, 16 h | hit rate 1.3% among 330,000 | Potency, µM (titrated, usually from 46 µM), inactives show at the top dose activity change, positive = activation, actives largely listed as activators; note: % of control where 0% means no effect; nearly all actives have a fitted effect of over 60% in size
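Quantitative HTS format in 1536-well plates. HEK293T ELG1-luciferase reporter cells receive test compound and are incubated 16 hr at 37 °C, 5% CO2; ONE-Glo added, 30 min room temperature, then luminescence read.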
p53 reactivator: qHTS assay for re-activators of p53 using a Luc reporter. H1299 p53-A138V BP100-luciferase reporter, luminescence, 24 h. AID 504706, 2011. hit rate 0.063% among 320,000. Potency, µM (top dose mostly 92.2 µM), for the others: top-dose activity change, positive = activation, most hits filed as activators; note: % of control where 0% means no effect; nearly all actives have a fitted effect of over 45% in size
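H1299 (p53-null), stable ts p53-A138V + BP100-Luc; 1000 cells/well, Opti-MEM/10% FBS; cpd 4 pt, 1:5; 24 h, 37 deg C, 5% CO2; detection reagent 10 min RT; luminescence.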
FLuc modulator: qHTS profiling assay for firefly luciferase inhibitor/activator using purifed enzyme and Km concentrations of substrates (counterscreen for miR-21 project). purified FLuc, Km substrates, luminescence inhibition. Potency, µM (top dose mostly 57.5 µM), without a hit: at the top dose activity change, negative = inhibition, hits mostly inhibitors. hit rate 6.9% among 360,000;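 note: plate controls were vehicle for no effect and reference inhibitor for full effect; nearly all actives have a fitted effect of over 55% in size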
Target sequence (P08659 whole entry, looked up): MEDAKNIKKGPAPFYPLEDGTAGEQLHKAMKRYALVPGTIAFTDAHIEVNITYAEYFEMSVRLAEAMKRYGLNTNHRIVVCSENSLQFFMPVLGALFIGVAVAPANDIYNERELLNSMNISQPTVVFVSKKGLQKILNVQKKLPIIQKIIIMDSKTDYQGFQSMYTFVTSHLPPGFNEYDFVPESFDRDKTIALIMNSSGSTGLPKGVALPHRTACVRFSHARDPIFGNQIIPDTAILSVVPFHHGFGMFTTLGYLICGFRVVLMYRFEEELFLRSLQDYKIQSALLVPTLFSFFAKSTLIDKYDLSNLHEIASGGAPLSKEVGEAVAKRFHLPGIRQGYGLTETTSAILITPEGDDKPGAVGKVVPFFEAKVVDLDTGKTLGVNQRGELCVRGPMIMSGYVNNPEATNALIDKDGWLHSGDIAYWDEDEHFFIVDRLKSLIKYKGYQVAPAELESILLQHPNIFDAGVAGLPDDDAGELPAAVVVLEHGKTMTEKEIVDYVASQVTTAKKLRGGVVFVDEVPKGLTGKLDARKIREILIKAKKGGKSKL
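Purified P. pyralis luciferase (10nM final) with 10uM D-luciferin and 10uM ATP (Km levels) in 50mM Tris acetate pH 7.5, 10mM Mg acetate, 0.01% Tween-20, 0.05% BSA; qHTS 6-point titration, ~60 µM downward; luminescence read.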
BRCA1 expr up: qHTS Assay to Identify Small Molecule Activators of BRCA1 Expression | MCF7-BRCA1-FFLuc reporter, luminescence, 48 h; response scale: scaled: vehicle 0%, 10 µM genistein 100% | Potency, µM (doses to about 46.1 µM), for the others: at the top dose activation, usual class: activators | hit rate 1.1% among 380,000 | AID 624202, 2012; note: nearly all actives have a fitted effect of over 80% in size; some results filed as inactive show a strong effect at the top dose
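MCF7 cells carrying a BRCA1-firefly luciferase reporter (2000 cells/well, phenol-red free MEM) were attached for 2 h at 37 °C, then given compounds for 48 h. Luminescence was read 15 min after luciferase reagent; activity normalized to genistein (10 microM) and DMSO.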
VP16 counter: VP16 counterscreen qHTS for inhibitors of ROR gamma transcriptional activity. Drosophila S2 Gal4-VP16 UAS-luciferase, luminescence, 20 h. Potency, µM (titrated, usually from 53.6 µM), inactives show at the highest dose activity, negative = inhibition, most hits filed as inhibitors. hit rate 3.5% among 310,000;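 note: Gal4-VP16 expression switched on by copper sulfate through the metallothionein promoter; % is set by controls: 0 for no effect and ±100 for the full control effect; nearly all actives have a fitted effect of over 50% in size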
MBNL1 CUG block: qHTS Assay for Inhibitors of MBNL1-poly(CUG) RNA binding; TR-FRET MBNL1-His/biotin-(CUG)12 binding, 665/545 ratio; hit rate 0.036% among 280,000; Potency, µM (doses to about 57.5 µM), inactives show at the top dose activity change, negative = inhibition, most hits filed as inhibitors; Muscleblind-like protein 1 (Homo sapiens), Q9NR56; active = well fitted inhibition curve with a large enough effect in the signal ratio, with a control signal flat, not every such curve was filed as active; inconclusive = small, poorly fitted or top-dose-only effect, or effect the other way, or a change in a side signal; inactive = no such curve, though single readings can be large or run the other way; the % refers to the signal ratio; note: % is set by controls: 0 for no effect and ±100 for the full control effect
Target sequence (Q9NR56 whole entry, looked up): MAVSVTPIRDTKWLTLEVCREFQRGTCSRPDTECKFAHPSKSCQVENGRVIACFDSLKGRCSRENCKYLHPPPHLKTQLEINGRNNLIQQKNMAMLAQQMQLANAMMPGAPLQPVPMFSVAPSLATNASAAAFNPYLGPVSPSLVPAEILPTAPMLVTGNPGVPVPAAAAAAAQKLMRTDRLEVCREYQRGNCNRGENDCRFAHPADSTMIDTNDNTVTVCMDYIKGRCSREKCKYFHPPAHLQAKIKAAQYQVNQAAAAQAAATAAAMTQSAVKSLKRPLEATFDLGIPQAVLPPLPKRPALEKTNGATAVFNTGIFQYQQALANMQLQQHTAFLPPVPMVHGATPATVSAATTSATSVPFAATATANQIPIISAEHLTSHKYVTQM
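MBNL1-His + Biotin-(CUG)12, cpd titration 92 nM–58 uM; Tb anti-His Ab 0.055 ng/ul, SA-XL665 5 nM (final); 60 min RT; ratiometric 665/545 nm, Ex 340 nm; normalized to buffer and full-complex controls.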
uPA surface inh: qHTS for Inhibitors of Cell Surface uPA Generation. cell surface uPA generation assay, qHTS. Potency, µM (series often up to 38.3 µM), inactives show at the top dose activity change, negative = inhibition, usual class: inhibitors. hit rate 0.31% among 330,000. AID 540303, 2011; active = well fitted inhibition curve with a large enough effect; inconclusive = small, poorly fitted or top-dose-only effect; inactive = no such curve, though single readings can be large or run the other way; tested in mouse RAW 264.7 cells; note: % is set by controls: 0 for no effect and ±100 for the full control effect; nearly all actives have a fitted effect of over 55% in size
CXXC DNA block: qHTS Fluorescence Polarization Assay for Inhibitors of MLL CXXC domain - DNA interaction. Histone-lysine N-methyltransferase 2A (Homo sapiens), Q03164. MLL-CXXC / FITC-HOXA9 DNA fluorescence polarization. Potency, µM (titrated, usually from 115 µM), for inactives: at the highest dose activity change, negative = inhibition, actives largely listed as inhibitors. hit rate 0.037% among 290,000. AID 2662, 2010; active = well fitted inhibition curve with a large enough effect in the polarisation, with a control signal flat, not every such curve was filed as active; inconclusive = small, poorly fitted or top-dose-only effect, or effect the other way, or a change in a side signal; inactive = no such curve, though single readings can be large or run the other way; the % refers to the polarisation
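Fluorescence polarization: 7 uM MLL-CXXC (stock) preincubated 5 min with compounds, then 50 nM fluorescein-HOX-A9 DNA (stock) added; 30 min ambient. Buffer 50 mM Tris-HCl pH 7.5, 50 mM NaCl, 1 mM DTT, 0.05% BSA.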
NPC1 prom act: qHTS Assay for NPC1 Promoter Activators | Huh7 NPC1 promoter luciferase reporter, 24 h | hit rate 2.4% among 320,000 | AID 485313, 2010 | Potency, µM (doses to about 9.22 µM), inactives show top-dose activation, hits mostly activators;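 note: % of control where 0% means no effect; nearly all actives have a fitted effect of over 60% in size; reporter is driven by a mutant NPC1 promoter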
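In 1536-well qHTS, Huh7 cells harboring an NPC1 promoter–luciferase construct received compound for 24 h; activation was quantified by luminescence following luciferase reagent addition.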
RORg inh: qHTS for inhibitors of ROR gamma transcriptional activity; Nuclear receptor ROR-gamma (Mus musculus), P51450; Drosophila S2 Gal4-RORgamma UAS-luciferase reporter, 20 h; Potency, µM (doses to about 53.6 µM), for the others: at the top dose activity change, negative = inhibition, hits mostly inhibitors; hit rate 5.4% among 310,000; note: % is set by controls: 0 for no effect and ±100 for the full control effect; nearly all actives have a fitted effect of over 60% in size
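Read-out: Photinus luciferase luminescence; inhibitors lower reporter signal. Insect Schneider cells with Gal4-ROR gamma fusion under metallothionein promoter, UAS reporter; 700 uM final copper sulfate induction, 20 hr, ambient temperature.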
* marks the source's active call; other numbers are inactive results; ? = inconclusive; . = not tested or not shown; [ ] = another dose, or the depositor's remark. Unless noted, calls come from the whole dose curve; as a rule, active = well fitted curve in the direction sought with a large enough effect; inconclusive = small, poorly fitted or top-dose-only effect, or another doubt; inactive = no such curve, though single readings can be large; an effect the other way counts as inactive or inconclusive. Potency is the fitted concentration of half-maximal effect. Only part of the results is shown. The share of hits here may be higher or lower than overall.

Every second line gives: Rab9 prom act | ELG1 genotoxic | p53 reactivator | FLuc modulator | BRCA1 expr up | VP16 counter | MBNL1 CUG block | uPA surface inh | CXXC DNA block | NPC1 prom act | RORg inh
1) Cc1cc(NS(=O)(=O)c2ccc(NC(=O)CSc3nc4ncc(Br)cc4[nH]3)cc2)nc(C)n1
  1% | 0% | 8% | -17% | 1% | 5% | -1% | 8% | -1% | -3% | 7%
2) CCN(CC)C(=O)c1ccccc1NC(=O)c1cccc(S(=O)(=O)N(CC)CC)c1
  -4% | 0% | -6% | 1% | 3% | -6% | -11%[11.5 µM] | -5% | -4% | -7% | 27%
3) CN(CCCNC(=O)C1CCC(=O)N1Cc1ccccc1Cl)c1ccccc1 (stereo not given)
  -1% | -1% | -7% | 0% | 3% | 2% | 0% | . | 8% | -2% | 0%
4) NS(=O)(=O)c1cc2c(cc1C(F)(F)F)NCNS2(=O)=O
  -5% | 2% | 2% | 3% | 15% | -1% | -15% | 14% | 3% | -5% | -28%
5) COc1ccc(CN(C)C(C)C(=O)Nc2cccc3ccccc23)cc1 (stereo not given)
  0% | 4% | -5% | 0% | -31% | -1% | 6% | 2% | 1% | -5% | 1%
6) O=c1cccc2n1Cc1cc3ccccc3nc1-2
  2.8µM* | 21µM* | ? | 19µM* | ? | -7% | ? | 7.9µM* | 4% | 3.2µM* | -29%
7) O=C(NCC1CCCO1)c1cc2ccccc2cc1O (stereo not given)
  ? | 15% | 13% | 24µM* | ? | . | . | -7% | . | ? | .
8) O=C(NC1CCCCC1)C1CCN(c2cnccn2)CC1
  -4% | 1% | -4% | 2% | 4% | 1% | -9% | 2% | -4% | 1% | 0%
9) O=C(CC(c1ccccc1)c1ccccc1)Nc1ccc(C(=O)O)cc1
  -3% | 0% | 5% | 1% | -3% | 8% | -3% | 4% | -23% | 2% | ?
10) CCOc1ccc(N(CC(=O)NC2CCC(C)CC2)S(=O)(=O)c2c(C)noc2C)cc1 (stereo not given)
  0% | -4% | -1% | 1% | -29% | -1% | -3% | -7% | 5% | -2% | -18%
11) CCOc1ccc(NS(=O)(=O)c2cc(NC(=O)CCC(=O)c3cccs3)ccc2Cl)cc1
  -8% | -2% | -1% | -5% | -17% | -9% | 4% | 18% | -11% | 0% | ?
12) COc1ccc(O)c(-c2cc(-c3ccc(F)cc3)n[nH]2)c1
  ? | ? | ? | 15µM* | 27% | ? | -2% | -2% | 0% | 4.5µM* | 13µM*
13) O=C(NNC1=Nc2cccc3cccc1c23)c1ccccc1Br
  0% | 4% | -1% | -1% | -37% | 1.1µM* | . | -2% | ? | 0% | 0.71µM*
14) Cc1ccc(-c2cc3c(nn2)-c2ccccc2C3=O)cc1
  ? | ? | -10% | 0.076µM* | -88%[inhibitor] | 2µM* | ? | -17% | -5% | ? | 1.1µM*
15) COCCNC(=S)N(CCc1c(C)[nH]c2ccccc12)Cc1ccco1
  -13% | -10% | -3% | -1% | -26% | -1% | -3% | 50%[activator] | 10% | 0% | -25%
16) COc1cccc(CN(CC(=O)NCc2ccc(F)cc2)C(=O)c2ccco2)c1
  17% | 0% | -3% | 1% | -14% | 2% | -5% | -7% | -2% | 1% | 0%
17) Nc1c(C(=O)Nc2ccc(Cl)c(Cl)c2)sc2nc(-c3cccnc3)ccc12
  -3% | 3% | -2% | 5% | . | -3% | . | . | 17% | -4% | 2%
18) COCCNC(=S)c1ccc(OC)cc1
  -3% | 7% | 4% | -9% | 25% | -10% | 3% | -5% | -3% | 1% | 17%
19) CCOC(=O)c1c(N/N=C/c2ccncc2)n[nH]c1C
  16% | 12% | 22% | ? | 53% | 2% | 4%[11.5 µM] | -2% | 0% | 4% | 23%
20) CS(=O)(=O)Nc1ccccc1C(=O)OCC(=O)NC1CC1
  -1% | 1% | 21% | 0% | 6% | . | . | -21% | . | 6% | .
21) O=C(Nc1nc2ccccc2[nH]1)c1ccc(F)cc1
  0.32µM* | ? | 18% | 1.1µM* | -1% | 5.6µM* | 9% | . | -16% | 0.45µM* | 2.8µM*
22) CCOC(=O)C1(Cc2ccccc2)CCCN(C2CCN(C(C)=O)CC2)C1 (stereo not given)
  -2% | -1% | 2% | 1% | -7% | 8% | 15% | 2% | 10% | -1% | 0%
23) CCCCOc1ccccc1C1NC(=O)NC(C)=C1C(=O)OCCOCC (stereo not given)
  4% | -4% | -4% | 3% | 0% | -9% | 0% | -1% | 7% | 3% | -1%
24) COc1ccc(NC(=O)N2CCCC2C(=O)Nc2ccc(C)c(Cl)c2)cc1 (stereo not given)
  11% | 5% | -4% | 3% | 10% | 0% | 5% | -2% | 13% | -5% | 10%
25) COCCCNS(=O)(=O)c1ccc2c(c1)CCN2C(C)=O
  . | . | . | 1% | 6% | 12% | 12% | 1% | -11% | . | -10%
26) CCOC(=O)n1c(=O)n(C)c2ccc(Cl)cc21
  -3% | 6% | -4% | -7% | 0% | 9% | . | -5% | 11% | -4% | -19%
27) Cc1ccc(NC(=O)CSc2nc(=O)n(CCN3CCOCC3)c3c2CCCC3)cc1
  -2% | 1% | 4% | 1% | -13% | . | . | -4% | . | 0% | .
28) COc1ccc(CCN2C(=O)CCC2(C)C(=O)NCc2cccnc2)cc1OC (stereo not given)
  1% | -6% | 5% | 3% | 9% | 8% | -7% | . | -2% | -2% | 4%
29) Cc1ccc(S(=O)(=O)N(C)c2ccc(C(=O)Nc3cccc(C)n3)cc2)cc1
  2% | -14% | -10% | -1% | -3% | -22% | 0% | -1% | -3% | -4% | ?
30) CC(C)(C)c1ccc(C(=O)NCC(=O)N2CCC3(CC2)NCCc2[nH]cnc23)cc1
  -1% | 1%[9.26 µM] | 2% | -8% | 7% | -15% | 1% | 2% | 3% | -6% | -12%
31) COc1ccc(S(=O)(=O)NCC(c2ccc(C)cc2)N2CCN(C)CC2)cc1OC (stereo not given)
  -2% | 0% | -10% | -1% | -1% | . | . | 5% | . | 1% | .
32) COc1ccc(S(=O)(=O)N2CCCCC2)cc1NC(=O)[C@@H]1CCCN1C(=O)c1cccs1
  -2% | 2% | . | . | 2% | . | . | -3% | . | 0% | .
33) CC(C)(SC(=S)N1CCCCCC1)C(=O)O
  -11% | 1% | 0% | -4% | -4% | 5% | -18% | 6% | 1% | -2% | 6%
34) O=C(Nc1ccccc1)c1ccccc1OCc1ccc(S(=O)(=O)N2CCOCC2)cc1
  0% | 3% | -6% | -15% | 18% | 6% | -11% | 1% | 26% | -4% | 23%
35) CCc1ccc2[nH]c(=O)c(CN(CCN(CC)CC)C(=O)NC3CCCCC3)cc2c1
  12% | 4% | ? | -1% | -11% | 1% | 1% | -10% | -4% | -7% | 21%
36) O=C(O/N=C1/CCCc2occc21)c1ccc(F)cc1
  2% | -1% | 2% | 1.9µM* | 4% | -7% | -6% | -2% | 9% | -5% | 3%
37) CC(C)c1ccc(/C=N/NC(=O)CN(c2cccc(Cl)c2Cl)S(C)(=O)=O)cc1
  -6% | -2% | -11% | 0% | -89% | ? | 4% | 10% | -5% | 0% | -39%
38) Cc1ncoc1C(=O)Nc1ncc([N+](=O)[O-])s1
  0.32µM* | ? | ? | 6.7µM* | -10% | ? | ? | -4% | 2% | 0.71µM* | ?
39) O=C(CSc1nc2ccccc2[nH]1)N1CCN(C(=O)c2ccco2)CC1
  -1% | 0% | -3% | 0% | -13% | -3% | -2% | 5% | 2% | -1% | 34%
40) O=C(NCc1ccccc1)c1ccc(N2CCC3(CC2)CC(c2ccc(Cl)cc2)=NO3)c([N+](=O)[O-])c1
  -18% | -5% | . | 1% | -3% | 10% | 6% | 10% | 15% | -23% | 3%
